L3MBTL1 inh: blocks human L3MBTL1. Q9Y468. Potency, µM (series often up to 57.1 µM), inactives show top-dose activity, negative = inhibition, hits mostly inhibitors. hit rate 0.66% among 230,000. AID 485360. AlphaScreen L3MBTL1–H3K9me1 peptide binding; further: nearly all actives have a fitted effect of over 60% in size
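L3MBTL1 50 nM + b-AHA-H3(1-15)K9me1 75 nM, 30 min RT; compound added, 30 min RT; streptavidin donor/Ni-chelate acceptor beads 10 ug/mL each final, 30 min RT dark; AlphaScreen read.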
TexasRed fluor: alters Texas Red total fluorescence, flagging assay interference; hit rate 0.29% among 280,000; AID 1479; TRb/SRC2 Texas Red total fluorescence interference; Potency, µM (doses to about 106 µM), without a hit: at the highest dose fluorescence change, negative = quenching; active means well fitted curve in either direction with a large enough effect; inconclusive means small, poorly fitted or top-dose-only effect
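Flags fluorescent or light-absorbing compounds by total fluorescence, S + 2P, at 555 nm excitation and 632 nm emission. Mixture: 20 nM Texas Red SRC2 peptide, 0.6 uM human TRb LBD, 1 uM T3, 5% DMSO; compound exposure 5 h at ambient temperature.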
aGal spleen mod: alpha-galactosidase A (human) modulation | human spleen homogenate, 4MU-alpha-Gal fluorescence, 40 min | Potency, µM (series often up to 80 µM), for the others: at the top dose activity change, negative = inhibition, most hits filed as inhibitors | AID 2107 | P06280 | hit rate 0.008% among 240,000;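 further: 0% = enzyme with vehicle and -100% = no enzyme basal signal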
Target sequence (P06280 32-429 limits assumed): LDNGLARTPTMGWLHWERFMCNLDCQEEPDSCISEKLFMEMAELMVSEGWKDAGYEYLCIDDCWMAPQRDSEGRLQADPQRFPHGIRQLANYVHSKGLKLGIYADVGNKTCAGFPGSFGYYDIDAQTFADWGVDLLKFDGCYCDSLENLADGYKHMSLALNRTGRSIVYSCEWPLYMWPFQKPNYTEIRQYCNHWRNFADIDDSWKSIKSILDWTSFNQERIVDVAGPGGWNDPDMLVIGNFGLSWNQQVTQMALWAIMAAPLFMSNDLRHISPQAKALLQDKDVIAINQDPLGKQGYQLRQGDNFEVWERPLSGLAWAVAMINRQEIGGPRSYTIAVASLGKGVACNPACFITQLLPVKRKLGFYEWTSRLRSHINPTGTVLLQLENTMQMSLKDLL
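qHTS titration in buffer at pH 5.0. Alpha-galactosidase activity in spleen homogenate was measured via 4-methylumbelliferone release from 1 mM fluorogenic substrate after 40 min at 37C and a pH 10 stop. AC50 came from Hill fits of control-normalized data.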
ALDH1A1 inh: inhibitors of human aldehyde dehydrogenase 1A1. AID 1030. Purified ALDH1A1, NADH fluorescence, propionaldehyde substrate. P00352. hit rate 7.3% among 220,000. Potency, µM (titrated, usually from 75.3 µM), without a hit: at the highest dose activity, negative = inhibition, actives largely listed as inhibitors; active means well fitted inhibition curve with a large enough effect, not every such curve was filed as active; inconclusive means small, poorly fitted or top-dose-only effect, or another doubt; inactive means no such curve, though single readings can be large or run the other way;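 further: plate controls were no enzyme wells and a reference inhibitor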
Target sequence (P00352 whole entry, looked up): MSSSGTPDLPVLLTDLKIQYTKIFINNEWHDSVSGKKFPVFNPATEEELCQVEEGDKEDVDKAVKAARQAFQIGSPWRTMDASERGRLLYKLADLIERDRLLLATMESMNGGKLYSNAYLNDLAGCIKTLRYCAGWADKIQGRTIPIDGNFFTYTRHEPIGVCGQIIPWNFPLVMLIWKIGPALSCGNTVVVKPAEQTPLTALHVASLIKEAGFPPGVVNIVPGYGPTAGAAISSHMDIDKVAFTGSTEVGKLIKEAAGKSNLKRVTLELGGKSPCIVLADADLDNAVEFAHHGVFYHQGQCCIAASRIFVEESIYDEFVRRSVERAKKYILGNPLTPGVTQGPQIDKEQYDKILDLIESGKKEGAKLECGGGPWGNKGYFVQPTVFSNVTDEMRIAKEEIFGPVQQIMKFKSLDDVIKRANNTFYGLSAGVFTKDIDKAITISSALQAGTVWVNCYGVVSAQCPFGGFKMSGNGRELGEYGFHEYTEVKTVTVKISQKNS
TRb SRC2 PPI: TRbeta-SRC2 interaction inhibition; TRbeta-SRC2 peptide binding, fluorescence polarization; receptor liganded with 1 µM T3; hit rate 0.065% among 280,000; P10828; Potency, µM (highest dose often 106 µM), for inactives: at the top dose activity change, negative = inhibition, actives largely listed as inhibitors; AID 1469;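 further: plate controls were bound peptide for no effect and peptide without receptor for full effect; nearly all actives have a fitted effect of over 50% in size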
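Fluorescence polarization of 20 nM Texas Red SRC2 peptide with 0.6 uM human TRb ligand-binding domain, in Tris buffer with 1uM T3 and 5% DMSO. Incubated 5 hr ambient; normalized to unbound and bound controls.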
Tau FP inhib: blocks human tau fibril formation measured by polarization; P10636; K18 P301L tau heparin fibrillization, Alexa594 FP, 6 h; Potency, µM (titrated, usually from 57.7 µM), without a hit: at the highest dose activity, negative = inhibition, hits mostly inhibitors; hit rate 0.39% among 280,000; further: nearly all actives have a fitted effect of over 55% in size
Target sequence (P10636 561-689 P618L limits assumed): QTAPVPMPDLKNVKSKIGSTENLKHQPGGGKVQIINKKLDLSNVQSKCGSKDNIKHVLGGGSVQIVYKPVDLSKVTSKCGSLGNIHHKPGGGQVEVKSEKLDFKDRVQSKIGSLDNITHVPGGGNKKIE
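Quantitative HTS format: compounds meet 15 uM recombinant K18 P301L tau and Alexa 594-tau tracer in 100 mM sodium acetate pH 7; 20 uM heparin triggers fibrillization at 37 C over 6 hr; FP gives the signal.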
Tau fibril ThT: tau fibrillization inhibition (ThT binding); recombinant tau K18 P301L, heparin-induced fibrillization, ThT fluorescence; Potency, µM (doses to about 57.4 µM), for the others: at the top dose activity, negative = inhibition, hits mostly inhibitors; hit rate 2.1% among 270,000; further: nearly all actives have a fitted effect of over 55% in size
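Heparin-induced (20 uM) aggregation of recombinant human K18 P301L tau, 15 uM unlabeled with 0.24 uM labeled, pH 7 acetate buffer, 6 hr at 37 C with compound. Fibrils quantified by 30 uM ThT fluorescence after 1 hr ambient incubation.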
Tau fluor counter: counter-screen for tau fibril formation inhibitors | tau K18 P301L (four-repeat tau fragment) Alexa594 fluorescence, heparin fibrillization | Potency, µM (titrated, usually from 57.7 µM), for the others: at the top dose activity change, negative = decrease | hit rate 0.93% among 280,000 | AID 1463; further: nearly all actives have a fitted effect of over 55% in size
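Human K18 P301L tau (15 uM unlabeled plus 0.24 uM Alexa 594-labeled, final) in 100 mM sodium acetate pH 7 was mixed with compound and 20 uM heparin and incubated 6 hr at 37 C.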
Active calls of the source: *; ? = inconclusive; · = not tested or not shown; & = joins results of further samples; [ ] = dose if it differs, or a comment. Unless noted, the call rests on the fitted dose curve; in most records, active means well fitted curve in the direction sought with a large enough effect; inconclusive means small, poorly fitted or top-dose-only effect, or another doubt; inactive means no such curve, though single readings can be large; an effect the other way counts as inactive or inconclusive. Unless noted, on the % scale 0 is the no-effect control and ±100 the full control effect; potency means the concentration at half of the fitted maximal effect.

Results follow in this order: TRb SRC2 PPI	Tau fibril ThT	Tau FP inhib	L3MBTL1 inh	TexasRed fluor	aGal spleen mod	Tau fluor counter	ALDH1A1 inh
CCOC(=O)c1c(S(=O)(=O)NCC(=O)N2CCN(c3cc(C)ccc3C)CC2)c(C)n(C)c1C
    -4.8%	?	11.8%	·	-11.0%	·	-17.5%	·
CCOC(=O)N1CCC(NC(=O)C2CCCN(S(C)(=O)=O)C2)CC1 (stereo unspecified)
    5.4%	-9.6%	6.7%	1.9%	1.6%	3.9%	-5.4%	3.2%
COc1cc(-c2nc(-c3cccc(C)c3)no2)cc(OC)c1OC
    -23.0%	-14.7%	-5.1%	17.2%	-2.3%	-6.6%	-21.4%	?
COc1cc(/C=N/NC(N)=O)ccc1OC(=O)c1cccs1
    0.7%	-1.8%	-4.2%	1.0%	-1.0%	-1.4%	-4.0%	-3.1%
CS(=O)(=O)N(CC(=O)NCc1cccnc1)C1CCCCC1
    -3.5%	-0.8%	4.2%	-1.5%	-1.8%	-2.8%	1.4%	-4.1%
Cn1nnnc1SCC(=O)NCCCc1ccccc1
    1.3%	4.1%	8.0%	-1.7%	-3.8%	-0.5%	2.0%	4.1%
CCNC(=O)CC1C(=O)N(c2ccc(F)cc2)C(=O)N1Cc1ccc(C)cc1 (stereo unspecified)
    10.6%	5.5%	-9.7%	·	-0.9%	·	0.8%	·
COc1cc(NC(=O)C(CC(C)C)NS(=O)(=O)c2ccc3c(c2)oc(=O)n3C)c(C(=O)O)cc1OC (stereo unspecified)
    4.1%	-1.8%	0.2%	·	4.0%	·	-5.6%	·
C=CC[n+]1c(C)csc1Nc1ccc(C)cc1
    0.9%	-8.9%	9.8%	-28.3%	-4.7%	3.3%	-13.6%	1.7%
CCOc1ccccc1N1CCN(S(=O)(=O)c2cc(C)ccc2OC)CC1
    0.5%	1.1%	-10.1%	5.1%	-0.3%	-4.6%	12.7%[2.34 µM]	-16.5%
O=C(CCCn1c2ccccc2c(=O)c2ccccc21)Nc1cccc(Cl)c1
    9.4%	?	?	·	0.9%	·	?	·
CCOc1ccc(N(CC)S(=O)(=O)N2CCCC(C(=O)Nc3ccc(NC(C)=O)cc3)C2)cc1 (stereo unspecified)
    -3.0%	-16.1%	4.1%	·	-0.1%	·	?	·
COc1ccc(CN(Cc2nc3ccccc3c(=O)[nH]2)C(=O)NC2CCCCC2)cc1
    2.5%	-17.6%	8.5%	·	1.4%	-2.9%	-12.7%	?
CCCCN(C)C(=O)C1CCC(CNS(=O)(=O)c2ccc3c(c2)CC(C)N3C(C)=O)CC1 (stereo unspecified)
    0.2%	-7.7%	6.4%	·	-3.3%	·	-12.1%	·
O=c1oc2cc(Cl)ccc2n1CSc1nc2ccccc2s1
    -13.1%	-19.4%	?	·	-1.3%	1.9%	?	?
O=C1CCCc2cc(S(=O)(=O)NCC3CCC(C(=O)NCc4ccc(F)cc4)CC3)ccc2N1 (stereo unspecified)
    1.8%	-13.2%	2.6%	·	-1.8%	·	-11.6%	·
COc1ccc(-c2nn(-c3ccccc3)cc2/C=N/NC(=S)NC(C)C)cc1OC
    5.6%	4.6%	3.5%	-2.2%	1.6%	4.9%	-28.4%	-2.5%
COc1cc(NC(=O)CN2CCC(C)CC2)c(C)cc1[N+](=O)[O-]
    -2.6%	-9.6%	-9.1%	-3.3%	-0.9%	0.2%	-12.3%	7.3%
NCCOc1ccccc1Cc1ccccc1
    7.8%	-11.9%	-1.4%	·	-1.9%	-3.9%	-11.9%	-10.2%
CCN(CC)C(=O)COc1ccc2oc(C)c(C(=O)OC(C)C)c2c1
    -0.1%	-11.0%	4.9%	·	0.2%	0.9%	-8.2%	-6.2%
COC(=O)c1ccc(Cl)cc1NC(=O)/C=C/c1ccc(C)o1
    -21.1%	-15.8%	-12.9%	1.7%	-1.4%	-3.5%	-7.9%	20µM*
CN(C)c1ccc(CNC(=O)Cn2ccc3cc(S(=O)(=O)N4CCCCCC4)ccc32)cc1
    7.8%	-0.2%	8.7%	·	-1.4%	·	?	·
COc1ccc(OCCOC(=O)c2cccc(-n3cnnn3)c2)cc1
    4.3%	-15.6%	4.4%	1.2%	-5.0%	-2.6%	-14.3%	-15.6%
C=C1CCN([C@H](C(=O)NCc2ccccc2)C(C)C)S(=O)(=O)c2ccccc21
    5.0%	7.7%	-0.4%	·	-5.5%	5.3%	8.3%	·
Cc1ccc(N/C(C(Cl)=C(Cl)Cl)=C(/Cl)[N+](=O)[O-])c(C)c1
    3.9%	?	-10.5%	-11.7%	-3.1%	-2.7%	-10.6%	3.55µM*
Cc1ccc(SCC(=O)Nc2ncc(C)s2)cc1
    -22.7%	0.8%	-4.8%	38.0%[activator]	0.3%	-6.9%	-9.1%	10.3%
CCCCC#Cc1ccc(C(=O)NNC(=O)Nc2ccccc2)o1
    2.3%	-5.8%	3.5%	0.3%	0.3%	3.8%	-6.6%	·
Cc1ccc(C(c2nnnn2CS(=O)(=O)c2ccc(C)cc2)N2CCCC2)cc1 (stereo unspecified)
    -1.5%	-4.5%	14.4%	6.7%	-1.8%	3.9%	-2.4%	?
COc1ccc(C(=O)n2nc(-c3ccccc3)nc2N)cc1OC
    -3.9%	-3.7%	0.2%	-2.2%	0.8%	-10.2%	-6.1%	-6.5%
CCOc1ccccc1Nc1nc2ccccc2nc1NS(=O)(=O)c1ccc(Cl)cc1
    13.5%	6.3%	2.4%	·	-3.1%	·	-10.8%	·
COc1ccc(C2CC(c3ccccc3Cl)Nc3ncnn32)cc1OC (stereo unspecified)
    -1.3%	10.8%	-6.2%	42.4%[activator]	-3.2%	-13.5%	8.3%	-4.9%
COCCCNC(=O)CCC(=O)NNc1nc2ccccc2c2nc(-c3ccccc3)nn12
    3.0%&-6.8%	?	2.8%&-2.4%	-0.1%	-24.4%&-2.1%	-22.5%	-26.7%&-8.6%	14.8%
O=C(/C=C/c1ccccc1)C1=C(O)C(=O)N(CCO)C1c1ccccc1[N+](=O)[O-] (stereo unspecified)
    7.1%	?	?	-2.3%	-1.9%	-3.6%	-6.9%	?
CC(CNC(=O)CCCn1c(=O)c2cccn2c2ccccc21)c1ccccc1 (stereo unspecified)
    -4.3%	6.7%	-12.8%	·	?	·	-5.0%	·
CCN(c1ccc(NC(=O)COC(=O)c2ccc(C)s2)cc1)C(C)C
    -0.6%	-11.3%	14.2%	-22.9%	2.4%	1.6%	-29.9%	?
O=c1[nH]c2c(s1)C(c1ccccc1)C1C3CCC(C3)C1S2 (stereo unspecified)
    12.6%	?	-16.1%	·	1.9%	2.3%	-21.6%	20µM*
CCn1c(-c2sc(-c3ccccc3)nc2C)n[nH]c1=S
    -3.7%	-11.1%	-2.7%	9.7%	-0.9%	-4.6%	-5.7%	-0.8%
CC(C)Oc1cccc(C(=O)NC(=S)Nc2cccnc2)c1
    -4.3%	-11.4%	-2.0%	8.2%	-2.4%	-0.9%	-7.9%	?
O=C(NCCN1C(=O)C2C3C=CC(C3)C2C1=O)Nc1ccccn1 (stereo unspecified)
    -6.7%	-2.3%	-3.8%	1.5%	2.3%	0.2%	0.9%	?
COc1ccc(C(=O)Nc2ccc(OCc3cc(=O)n4ccccc4n3)cc2)cc1
    -6.4%	?	?	·	-0.9%	·	-10.9%	·
COc1cc(/C=N/NC(=O)COc2cc(C)cc(C)c2)ccc1OS(=O)(=O)c1ccc(C)cc1
    -0.7%	-14.4%	?	-7.8%	8.3%	-3.6%	?	?
Cc1nn(Cc2ccc(F)cc2)c(C)c1NC(=O)c1cc(-c2ccco2)on1
    23.3%	-11.7%	-0.2%	-1.8%	6.2%	-8.3%	-2.2%	?
CC(=O)NC1C(OCc2ccccc2)OC(CO)C(OC(C)=O)C1OC(C)=O (stereo unspecified)
    -1.5%	0.2%	1.6%	12.6%	-0.3%	-4.5%	-1.4%	5.7%
C[N+](C)(C)CCCCCC(=O)/C=N/O
    1.5%	-0.3%	-0.6%	3.8%	-2.4%	1.4%	-2.5%	5.4%
CCOc1cc2c(cc1/C=C1/NC(=O)N(CC(=O)OC)C1=O)OCO2
    -6.5%	-1.0%	6.6%	17.9%	-1.1%	1.6%	-1.0%	11.2µM*
Cn1nnnc1SCCNCc1ccc(Cl)cc1
    -15.5%	-9.9%	-1.7%	·	2.4%	5.7%	-4.2%	-6.9%
CCN(CC)C(=O)c1sc2c(c1C)c(=O)n(Cc1ccccc1)c(=O)n2Cc1ccc(Cl)cc1
    2.3%	-13.2%	-1.4%	·	-2.9%	·	-17.2%	·
COCCn1c(SCC(=O)c2ccccc2)nc2c(c1=O)SCC2
    -2.3%	-12.3%	?	·	0.1%	1.7%	-14.2%	?
CCOC(=O)c1c(-c2ccc(F)cc2)cn2ccccc12
    8.7%	-14.8%	-8.5%	1.2%	-3.1%	0.5%	-28.9%	?
O=[N+]([O-])c1cccc(NC(=S)NCc2ccncc2)c1
    -6.1%	-11.1%	?	-2.7%	-1.7%	2.4%	-13.2%	9.46µM*
NC(=O)C(Cc1ccccc1)NS(=O)(=O)c1ccc(N2CCCC2=O)cc1 (stereo unspecified)
    4.8%	-6.9%	3.9%	·	2.9%	-5.4%	4.0%	-4.0%

Quoted at random: three compounds from above.
Results follow in this order: TRb SRC2 PPI	Tau fibril ThT	Tau FP inhib	L3MBTL1 inh	TexasRed fluor	aGal spleen mod	Tau fluor counter	ALDH1A1 inh
CCN(CC)C(=O)c1sc2c(c1C)c(=O)n(Cc1ccccc1)c(=O)n2Cc1ccc(Cl)cc1
    2.3%	-13.2%	-1.4%	·	-2.9%	·	-17.2%	·
CCOC(=O)c1c(-c2ccc(F)cc2)cn2ccccc12
    8.7%	-14.8%	-8.5%	1.2%	-3.1%	0.5%	-28.9%	?
O=[N+]([O-])c1cccc(NC(=S)NCc2ccncc2)c1
    -6.1%	-11.1%	?	-2.7%	-1.7%	2.4%	-13.2%	9.46µM*

From PubChem
